Source: PubChem BioAssay (several laboratories)
SR-BI uptake up = activators of SR-BI mediated DiI-HDL uptake, primary screen, ldlA[mSR-BI] CHO cells, DiI fluorescence; 3 h; 100 = double the neutral-control signal; activation, % at 12.5 µM; 320,000 tested, 0.096% active;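 active = mean replicate activation of at least 60% and every replicate at or above 60%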;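 note: 0% = median plate neutral-control signal and 100% = twice that signal; values of inactives mirror those of a sister screen read the other way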
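Material – SR-BI-overexpressing, LDLR-lacking CHO cells · Medium – BSA-supplemented, HEPES-buffered Ham's F12, pH 7.4 · Doses – single concentration · Times – compound with DiI-HDL co-incubation, 3 h at 37 °C · Measured by – bottom-read fluorescence, 550/595 nm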
cardiac RTF act = cardiac RTF calcium sensitivity activators, primary screen, biochemical, IANBD-TnC fluorescence, EC20 calcium; IANBD-labeled TnC RTF fluorescence at EC20 calcium; 0% EC20 calcium, 100% full calcium; 340,000 tested, 0.24% active; activation, % at 7.2 µM; AID 493008, 2010; Troponin I, cardiac muscle (Homo sapiens) + Troponin T, cardiac muscle (Homo sapiens) + …;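 active = activation above the mean over all tested compounds plus 3 SD, cut at about 30% in these data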;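 note: rise in fluorescence read as greater calcium sensitivity of cardiac thin filaments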
Keap1 Nrf2 FP = Keap1-Nrf2 protein-protein interaction inhibitors, primary screen, biochemical, fluorescence polarization, single point; Kelch-like ECH-associated protein 1 (Homo sapiens), Q14145; Keap1 Kelch-Nrf2 peptide fluorescence polarization, 1536-well; inhibition, % at 9.4 µM; 340,000 tested, 0.15% active; in the data active = inhibition above about 12%;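 note: human Keap1 Kelch domain with fluorescein labeled Nrf2 9mer peptide probe; 0% = neutral control wells and 100% = peptide positive control; higher means more block of Keap1 binding to Nrf2 peptide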
RTF Ca sens inh = cardiac RTF calcium sensitivity inhibitors, primary screen, biochemical, IANBD-TnC fluorescence, EC70 calcium; Troponin I, cardiac muscle (Homo sapiens) + Troponin T, cardiac muscle (Homo sapiens) + …; IANBD-labeled cardiac RTF, Ca2+ fluorescence; inhibition, % at 7.15 µM; 340,000 tested, 0.12% active; AID 493244, 2011;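 active = inhibition above the mean inhibition of all tested compounds plus 3 SD, cut at about 17% in these data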;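 note: assay run at fixed EC70 calcium of 1.6 mM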
CAL PDZ FP-1 = CAL PDZ peptide-binding inhibitors, primary screen, biochemical, fluorescence polarization, Cer-tagged CAL PDZ, HTS | inhibition, % at 20 µM | 330,000 tested, 0.02% active | AID 504414, 2011 | purified CAL PDZ, TMR-peptide fluorescence polarization, 1 h | Golgi-associated PDZ and coiled-coil motif-containing protein (Homo sapiens), Q9HD26;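 active = highest replicate inhibition of at least 40%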;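 note: plate controls were DMSO neutral control wells for no effect and unlabeled competitor peptide control wells for full effect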
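Control set: unlabelled peptide and DMSO controls / Material: purified CerCALP PDZ construct / Timing: 1 h incubation at room temperature before polarization reading / Doses: 20 µM, one dose / Detection: fluorescence polarization (mP)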
CAL PDZ FP-2 = untagged CAL PDZ binding inhibitors, primary screen, biochemical, fluorescence polarization, HTS; Golgi-associated PDZ and coiled-coil motif-containing protein (Homo sapiens), Q9HD26; purified CAL PDZ, TMR-peptide fluorescence polarization, 1 h; inhibition, % at 24.9 µM; 300,000 tested, 0.92% active; AID 602252, 2012;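 active = mean inhibition of at least 30% with at least half of replicates also reaching 30%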;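 note: 0% = DMSO neutral control and 100% = excess unlabeled competitor peptide PRC23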
Rtt109 HAT inh = inhibitors of C. albicans Rtt109/Vps75 HAT, primary screen, biochemical, ThioGlo CoA-SH fluorescence, plate reader. Histone acetyltransferase RTT109 (Candida albicans (strain SC5314 / ATCC MYA-2876)), …. purified Rtt109/Vps75, 4 h. inhibition, % at 34.9 µM. 330,000 tested, 0.16% active. AID 540336, 2011;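 active = inhibition of at least 50% in every replicate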
Target sequence (Q5AAJ8 whole entry, looked up): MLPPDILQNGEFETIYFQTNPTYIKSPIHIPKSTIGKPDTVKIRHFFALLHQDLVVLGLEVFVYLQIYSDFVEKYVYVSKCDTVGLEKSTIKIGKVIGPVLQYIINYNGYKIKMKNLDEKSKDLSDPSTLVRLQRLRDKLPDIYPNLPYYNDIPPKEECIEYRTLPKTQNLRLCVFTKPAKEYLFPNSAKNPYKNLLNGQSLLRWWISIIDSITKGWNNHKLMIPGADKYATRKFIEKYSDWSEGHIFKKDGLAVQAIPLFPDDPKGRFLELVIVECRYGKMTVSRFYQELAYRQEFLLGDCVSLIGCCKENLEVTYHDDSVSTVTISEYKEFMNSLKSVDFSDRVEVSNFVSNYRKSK
LANA DNA inh = inhibitors of KSHV C-LANA binding to DNA, primary screen, biochemical, fluorescence polarization, FAM-LBS DNA, MBP-C-LANA, single point; Kaposi's sarcoma herpesvirus LANA C-terminal domain (residues 932-1162) DNA binding; inhibition, % at 9 µM; 340,000 tested, 0.078% active; AID 504423, 2011;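 active = highest replicate inhibition at or above 60% at 9 µM, even if other replicates fall short; inactive = all replicates below 60% inhibition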;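 note: 0% = neutral control wells and 100% = 4 µM acridine orange control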
DAGLB inh = DAGLB lipase inhibitors, primary screen, biochemical, fluorescence, HTS; inhibition, % at 5.17 µM; HEK293T DAGLB membrane lysate, EnzChek fluorogenic substrate; AID 504411, 2011; 340,000 tested, 0.059% active; in the data active = inhibition above about 34%;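 note: 0% = enzyme with vehicle and 100% = wells lacking enzyme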
PKA-R2B activ = activators of PKA-R2B holoenzyme, primary screen, biochemical, fluorescence polarization, Cy5-IP20, human; cAMP-dependent protein kinase catalytic subunit beta (Homo sapiens) + cAMP-dependent …; PKA-R2B holoenzyme dissociation; R2B truncated from residue 108, S112A mutant; 0% DMSO only, 100% 113 µM cGMP; activation, % at 11.4 µM; 340,000 tested, 0.079% active;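 active = activation above a cutoff set at the mean over all compounds plus 3 SD, cut at about 18% in these data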;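 note: higher means more holoenzyme dissociation and a rise in polarization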
Target sequence (P31323 whole entry, looked up, other chains not shown, the tested form may be a part): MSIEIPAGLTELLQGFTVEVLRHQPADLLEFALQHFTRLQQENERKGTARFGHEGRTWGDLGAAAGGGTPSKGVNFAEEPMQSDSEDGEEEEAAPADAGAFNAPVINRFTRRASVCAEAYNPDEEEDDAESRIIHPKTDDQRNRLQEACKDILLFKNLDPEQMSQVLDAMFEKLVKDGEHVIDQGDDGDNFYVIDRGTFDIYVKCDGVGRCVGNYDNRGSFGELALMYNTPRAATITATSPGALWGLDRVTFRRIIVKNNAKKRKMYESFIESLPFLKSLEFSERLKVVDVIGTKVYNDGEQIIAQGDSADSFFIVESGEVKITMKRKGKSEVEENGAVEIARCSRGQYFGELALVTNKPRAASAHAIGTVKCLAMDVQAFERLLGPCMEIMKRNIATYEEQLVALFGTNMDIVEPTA
* hit, by the source's call; . = not tested or not shown. Compounds as they come; overall some 1.6% were active at least once.

SR-BI uptake up	cardiac RTF act	Keap1 Nrf2 FP	RTF Ca sens inh	CAL PDZ FP-1	CAL PDZ FP-2	Rtt109 HAT inh	LANA DNA inh	DAGLB inh	PKA-R2B activ	SMILES
13	7	-3	-8	0.2	.	-15	-0.6	-4	-3	CSc1nnc2n(-c3ccc(C)cc3)c(=O)c3c4c(sc3n12)COC(C(C)C)C4 (centres undefined)
.	-3	-3	-13	-1.5	-2	3	-0.1	-1	-3	O=C1CCCN1CCCNCCCn1cnc2c(OCc3ccccc3)ncnc21
14	0	-3	5	0.9	-2	6	0.0	0	7	Cn1c(=O)oc2cc(S(=O)(=O)NCc3ccco3)ccc21
-64	2	-5	5	-0.8	2	3	-1.0	-6	1	CCOc1cc(/C=N\Nc2ncc(F)c(N3CCOCC3)n2)ccc1Oc1nc(Cl)ncc1F
24	-6	6	-8	-2.7	.	4	-0.4	-1	3	Cc1nc2ccccc2n1CC(O)Cn1c2ccccc2c2ccccc21 (centres undefined)
-74	6	2	11	-2.4	-1	-1	0.1	-9	-5	CCOc1ccc2c(c1)c(C(C)=O)c(C)n2-c1ccccc1
25	0	-7	-2	0.8	0	5	1.5	2	3	CCC(C)(C)NC(=O)C(c1cccn1C)N(C(=O)Cn1nnc2ccccc21)c1ccc(OC)cc1OC (centres undefined)
-24	-5	-5	1	-2.2	.	2	1.7	-4	-1	Cc1nn(Cc2ccccc2)c(C)c1NC(=O)CCCn1nc([N+](=O)[O-])c(Cl)c1C
-11	7	-6	2	-0.4	.	12	-0.6	1	2	CCOC(=O)C(=O)N/N=C(/c1ccccc1)c1ccc(OC)cc1
3	6	0	-7	-11	0	-2	-1.1	-2	3	CC(NC(=O)COC(=O)CSCc1ccccc1)c1ccccc1 (centres undefined)
-56	-1	-3	-4	-0.3	-4	7	1.2	-1	-1	CC(C)N(C(=O)[C@H]1C[C@H](CC(=O)NCCC2=CCCCC2)C(=O)N2CCc3c([nH]c4cc(-c5ccco5)ccc34)[C@]12C)C(C)C
3	-3	-5	4	0.7	-5	6	1.0	1	-3	O=C(Nc1cccc(C(=O)N2CCOCC2)c1)C1CCCC1
-38	1	-5	-8	0.7	0	1	0.1	-2	-5	COc1ccc(CCNC(=O)COc2ccc(-c3ccc(C)cc3)cc2)cc1OC
20	-8	-3	8	-1.2	-1	2	-1.1	0	-1	C[C@@H](NC(=O)c1nc[nH]c1C(=O)NCc1ccccc1)c1ccccc1
39	0	-6	0	-0.3	0	-1	0.3	0	8	C=C(C)Cc1c(C)nc(-c2ccccc2)[nH]c1=O
10	-2	1	2	-0.4	-4	-9	-2.5	-2	-9	COc1cc2c(cc1OC)C(c1c(Cl)cccc1Cl)NC(=O)C2 (centres undefined)
16	-11	-4	-2	-2.8	-2	-7	-1.1	-1	-12	Cc1ccc(S(=O)(=O)CC2CSc3nc4ccccc4n32)cc1 (centres undefined)
-28	3	-1	-18	-1.0	0	1	0.4	-1	-1	CC(C)N(C(=O)CSc1nc2ccccc2n1Cc1ccccc1)C(C)C
-3	-4	6	1	-0.6	-7	-5	-3.0	-2	-4	Cc1c(Cl)cccc1-n1nnnc1-c1cccs1
-5	-5	2	1	-0.9	4	-6	0.7	-1	8	CC(=O)Nc1ccc(C(=O)NC2CCSc3ccccc32)cc1 (centres undefined)

9 entries already listed, arranged by heavy-atom count, descending:
SR-BI uptake up	cardiac RTF act	Keap1 Nrf2 FP	RTF Ca sens inh	CAL PDZ FP-1	CAL PDZ FP-2	Rtt109 HAT inh	LANA DNA inh	DAGLB inh	PKA-R2B activ	SMILES
-56	-1	-3	-4	-0.3	-4	7	1.2	-1	-1	CC(C)N(C(=O)[C@H]1C[C@H](CC(=O)NCCC2=CCCCC2)C(=O)N2CCc3c([nH]c4cc(-c5ccco5)ccc34)[C@]12C)C(C)C
25	0	-7	-2	0.8	0	5	1.5	2	3	CCC(C)(C)NC(=O)C(c1cccn1C)N(C(=O)Cn1nnc2ccccc21)c1ccc(OC)cc1OC (centres undefined)
.	-3	-3	-13	-1.5	-2	3	-0.1	-1	-3	O=C1CCCN1CCCNCCCn1cnc2c(OCc3ccccc3)ncnc21
-28	3	-1	-18	-1.0	0	1	0.4	-1	-1	CC(C)N(C(=O)CSc1nc2ccccc2n1Cc1ccccc1)C(C)C
-11	7	-6	2	-0.4	.	12	-0.6	1	2	CCOC(=O)C(=O)N/N=C(/c1ccccc1)c1ccc(OC)cc1
-5	-5	2	1	-0.9	4	-6	0.7	-1	8	CC(=O)Nc1ccc(C(=O)NC2CCSc3ccccc32)cc1 (centres undefined)
-74	6	2	11	-2.4	-1	-1	0.1	-9	-5	CCOc1ccc2c(c1)c(C(C)=O)c(C)n2-c1ccccc1
14	0	-3	5	0.9	-2	6	0.0	0	7	Cn1c(=O)oc2cc(S(=O)(=O)NCc3ccco3)ccc21
-3	-4	6	1	-0.6	-7	-5	-3.0	-2	-4	Cc1c(Cl)cccc1-n1nnnc1-c1cccs1

The list continues:
SR-BI uptake up	cardiac RTF act	Keap1 Nrf2 FP	RTF Ca sens inh	CAL PDZ FP-1	CAL PDZ FP-2	Rtt109 HAT inh	LANA DNA inh	DAGLB inh	PKA-R2B activ	SMILES
27	2	1	-1	-2.5	-2	-10	-0.3	0	1	Cn1cc(S(=O)(=O)Nc2cccc3ccccc23)c(=O)n(C)c1=O
-3	-5	-3	-4	-9.2	-3	35	.	-1	2	COc1ccc(CCn2c(=N)c(C(=O)NCC3CCCO3)cc3c(=O)n4ccccc4nc32)cc1 (centres undefined)
-10	2	-3	-4	-1.6	.	0	0.7	-1	4	COCC(=O)N(CCc1ccccc1)Cc1cc2cc(C)ccc2nc1Cl
-10	0	-3	6	-1.6	-2	7	0.9	0	-2	CCCCNS(=O)(=O)c1ccc(NC(=O)C(Sc2ccccc2)c2ccccc2)cc1 (centres undefined)
7	-1	0	5	-2.0	-4	0	0.5	-1	-7	COc1ccc(NC(=O)Nc2ccc3oc(C)nc3c2)cc1
15	5	0	-12	.	-3	-9	1.8	-2	12	CCN(CC)CCn1c(SCC(=O)NCc2ccccc2)nc2c(sc3ccccc32)c1=O
-8	1	-4	-3	1.0	-6	23	2.6	1	-8	O=C(CSc1nc2ccccc2[nH]1)c1c[nH]c2ccccc12
-9	-2	-5	1	-1.2	-3	1	0.5	-4	-2	CN(C(=O)COC(=O)c1cccc(S(=O)(=O)N(C)c2ccccc2)c1)C1CCCCC1
3	2	-5	-9	-1.0	0	2	-1.5	-6	-2	C[C@@]12C(=O)N(Cc3ccc(F)cc3)CC(=O)N1[C@H]1c3cc(Cl)ccc3OC[C@@H]1[C@@H]2c1ccccc1
4	1	5	-1	-1.0	-2	2	0.1	3	-8	CC(=O)c1ccc(N2CCN(C(=O)Cn3cnc(S(=O)(=O)N4CCCCC4)c3)CC2)cc1
-10	-2	3	-9	-2.4	.	6	-0.9	-2	-1	Cc1ccc2c(c1)N(CCCC(=O)NCC1COc3ccccc3O1)C(=O)CO2 (centres undefined)
9	2	-15	-12	-1.0	0	6	1.3	2	-4	Cc1ccc(S(=O)(=O)CCC(=O)N(CCCN2CCOCC2)c2nc3ccccc3s2)cc1
.	2	-3	-4	-0.4	-1	-9	-0.7	-1	9	CN(CC(=O)Nc1ccccc1Br)C(=O)CCc1ccccc1
9	-1	-1	-4	0.5	-1	-3	-1.4	-1	12	O=C(N/N=C/c1cccc([N+](=O)[O-])c1)c1cc[n+](CCO)cc1
9	0	-33	-2	-0.1	-4	15	0.8	0	0	O=C(Cn1c(C(F)(F)F)nc2ccccc21)Oc1cccc(C(F)(F)F)c1
4	-2	-8	-19	-1.5	4	27	-0.4	2	-5	Cc1ccc(NC(=O)CSc2nc(=O)cc(N)n2CCc2ccccc2)cc1
-33	-2	-4	0	-1.1	1	11	0.9	-3	1	Clc1ccc2nc(-c3ccc(Br)s3)cn2c1
20	-1	-6	-7	-0.4	0	-2	-3.5	-3	-6	C[C@H]1CN([C@@H](C)CO)C(=O)Cc2cc(NC(=O)Cn3cnnn3)ccc2O[C@H]1CN(C)Cc1ccncc1
30	6	2	6	-3.0	-3	-3	0.2	-14	6	Cc1cccc(OCC(=O)Nc2cccc3nsnc23)c1
2	2	-5	1	-3.1	-2	-3	-0.8	0	-6	C=C(C)Cn1c(CCn2c3ccccc3c3ccccc32)n[nH]c1=S
